DENV2 CPE = DENV2-induced cell death inhibition. DENV2-infected cells, cytopathic effect rescue, plate reader. CPE inhibition, % at 9.99 µM. 350,000 tested, 1.7% active. AID 651640; in the data active = CPE inhibition above about 20%, passing the limit was not always enough; inconclusive = no clear call, values can overlap the other calls; tested in BHK-21 cells;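 also: 0% = median of neutral control wells and 100% = median of positive control wells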
ERAP1 inh = blocks human ERAP1 aminopeptidase activity | recombinant ERAP1, Leu-AMC fluorescence, 60 min | inhibition, % at 10.7 µM | 340,000 tested, 0.15% active;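 active = mean replicate inhibition of at least 30%, or all replicates individually reaching that 30% level; inactive = mean below 30% and not every replicate reaching it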;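 also: 0% = neutral control wells and 100% = L-leucinethiol positive control wells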
CFTR F508del cor = correctors of CFTR F508del function in bronchial epithelial cells; 350,000 tested, 0.36% active; AID 720511; CFBE cells, YFP halide quenching; stimulated with forskolin plus potentiator P3; % fluorescence drop versus neutral controls; activity (quench increase), % at 7.58 µM;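 active = mean added fluorescence quench of at least 8% versus neutral control, with both replicates also reaching 8%; inconclusive = only one of the mean or replicate conditions met; inactive = mean below 8% and not both replicates reaching 8%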;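 also: cells transiently co-express mutant CFTR-F508del with the halide-sensitive YFP; corrector assay measuring rescue of mutant channel to the surface after 24 h compound exposure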
ERp5 inh = blocks human ERp5 reductase activity on insulin; 350,000 tested, 0.05% active; inhibition, % at 9.99 µM; AID 651711; ERp5 insulin aggregation, absorbance 650 nm, 90 min;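 active = mean replicate inhibition above about 25%, with every replicate also reaching it, limit read from the data, passing the limit was not always enough; inconclusive = only one of those two criteria met; inactive = neither criterion met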
Target sequence (Q15084 whole entry, looked up): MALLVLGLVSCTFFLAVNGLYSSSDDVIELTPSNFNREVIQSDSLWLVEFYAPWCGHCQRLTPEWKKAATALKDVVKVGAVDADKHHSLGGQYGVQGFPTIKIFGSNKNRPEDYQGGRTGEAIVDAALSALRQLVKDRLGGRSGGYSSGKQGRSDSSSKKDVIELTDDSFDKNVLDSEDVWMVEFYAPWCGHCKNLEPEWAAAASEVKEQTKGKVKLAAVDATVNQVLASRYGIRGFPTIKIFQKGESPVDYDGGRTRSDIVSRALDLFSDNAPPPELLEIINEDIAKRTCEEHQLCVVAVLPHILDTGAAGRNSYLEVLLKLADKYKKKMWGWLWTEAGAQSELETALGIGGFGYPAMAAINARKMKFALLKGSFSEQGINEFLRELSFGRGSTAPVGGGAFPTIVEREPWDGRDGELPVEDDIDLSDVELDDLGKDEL
miR-122 sensor = blocks miR-122 activity in Huh7 sensor cells | Huh7 miR-122 Renilla luciferase sensor, 48 h; neutral wells = 0, positive control = 100 | activation (reporter increase), % at 12.5 µM | 340,000 tested, 0.3% active;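 active = mean replicate activation score at least 90 and every replicate individually at or above 90; inconclusive = only one of the two criteria met; inactive = neither criterion met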;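 also: higher luciferase means less miR-122 activity so hits act as miR-122 inhibitors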
CASP6 VEID inh = inhibitors of human caspase-6; purified caspase-6, Z-VEID-R110 cleavage fluorescence; inhibition, % at 12.5 µM; 350,000 tested, 0.53% active; AID 686996;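 active = mean inhibition across replicates at least about 35%, with every replicate also reaching that limit, limit read from the data; inconclusive = only one of the two criteria met; inactive = neither criterion met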;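 also: 0% = median of neutral control wells and 100% = no fluorescence left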
Target sequence (P55212 24-179 limits assumed): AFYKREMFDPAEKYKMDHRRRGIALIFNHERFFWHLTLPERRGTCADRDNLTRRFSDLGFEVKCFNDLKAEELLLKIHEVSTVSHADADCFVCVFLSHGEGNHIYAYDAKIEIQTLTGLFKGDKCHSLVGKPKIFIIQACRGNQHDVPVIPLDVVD
Target sequence (P55212 194-293 limits assumed): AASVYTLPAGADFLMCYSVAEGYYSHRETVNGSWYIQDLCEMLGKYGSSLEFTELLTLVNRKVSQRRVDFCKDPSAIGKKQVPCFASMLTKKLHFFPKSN
SIRT5 inh = inhibitors of human sirtuin-5 desuccinylase | AID 652115 | inhibition, % at 15 µM | Q9NXA8 | 330,000 tested, 1.1% active | Purified SirT5, succinyl-peptide AMC, trypsin-coupled fluorescence; in the data active = inhibition above about 15%; inconclusive = no clear call, values can overlap the other calls
* = called active by the depositor; u = inconclusive; x = no result given; & = joins results of further samples; [ ] = remark or other dose. Rows are unselected; any-hit rate near 4%.

SMILES	DENV2 CPE	ERAP1 inh	CFTR F508del cor	ERp5 inh	miR-122 sensor	CASP6 VEID inh	SIRT5 inh
Cn1c(N)c(C(=O)CSc2nnc3n2CCCCC3)c(=O)n(C)c1=O	-6	1	-1.3	-4	1	-3	-1
CCCCc1c(C)[nH]c2nc3ccccc3n2c1=O	-1	-7	5.2	-1	43	-2	-1
O=S(=O)(c1ccc(Cl)c(NC(=S)Nc2cccc(O)c2)c1)N1CCOCC1	-5	4	x	3	13	7	-3
COC(=O)Cn1c(=O)c2c(nc3n2CCCN3CCc2ccccc2)n(C)c1=O	0	-1	1.0	3	x	-1	-3
COc1ccccc1N1CCN(CCCCCCOc2ccc(F)cc2)CC1	-4	0	x	13	x	-16	8
CNC[C@@H]1Oc2c(NS(=O)(=O)c3ccc(Cl)cc3)cccc2C(=O)N([C@H](C)CO)C[C@@H]1C	-7	2	-0.1	3	10[16.7 µM]	0	0
COc1ccccc1N1CCN(C(=O)c2cc(C)on2)CC1	10	6	0.1	0	-2	-2	2
CC#C[C@@H](CC)c1ccc2ccn(C)c2c1	58*	0	3.4	-4	x	0	0
C[C@@H]1CN([C@H](C)CO)S(=O)(=O)c2ccc(C#CC(C)(C)O)cc2O[C@@H]1CN(C)Cc1ccccc1	-2	0	1.4	15	13[16.7 µM]	1	-1
COc1cccc(C#Cc2ccc([C@@H]3[C@H]4CN(S(=O)(=O)c5ccccc5C)CC(=O)N4[C@H]3CO)cc2)c1	8	2	3.5	-6	x	-3	-3
O=C(Nc1cccc(Cl)c1)N1C[C@H]2[C@@H](c3ccccc31)[C@H](CO)N2Cc1ccccc1Cl	4	0	3.0	5	4[16.7 µM]	-5	2
CC1(C(=O)NCc2ccccn2)CCN1C(=O)Cc1ccc(Cl)cc1Cl (configuration not stated)	11	-4	2.4	-4	3	-4	5
Cn1cc(S(=O)(=O)CC(=O)Nc2ccc(Br)cc2)c2ccccc21	8	-6	1.5	6	30	1	3
O=C(NCC(c1ccco1)N1CCc2ccccc2C1)c1ccccc1Br (configuration not stated)	2	-1	-2.0	-2	-1	4	4
CCCCCCC12Cc3cc(OC)c(OC)cc3C(O1)C1=C(O2)C(C)(C)CCC1=O (configuration not stated)	3	0	0.5	3	x	-4	x
COc1ccc(Cc2nnc(SC(C)C(=O)Nc3ccc(C(N)=O)cc3)o2)cc1 (configuration not stated)	17	-1	1.9	12	x	4	-2
CCN(CC(=O)Nc1ccccc1C(F)(F)F)C(=O)c1cccc(S(=O)(=O)N2CCN(C)CC2)c1	-5	-8	1.0	-2	3	-222	3
COc1ccc(S(=O)(=O)Nc2ccc3c(c2)C(=O)N([C@H](C)CO)C[C@H](C)[C@@H](CN(C)S(=O)(=O)c2ccc(F)cc2)O3)cc1	18&11	4	0.9&1.7	3&7	2[16.7 µM]	-7&-1	0
O=C(CNC(=O)c1nn(Cc2ccccc2)c(=O)c2ccccc12)Nc1ccc(F)c(F)c1F	-6	1	-2.0	3	9	-2	2
S=C(NCc1ccco1)Nc1ccccc1	-6	-4	-0.6	4	x	-2	-2
O=C(CNc1ccc(F)cc1Cl)Nc1cccc(S(=O)(=O)N2CCCCC2)c1	-5	1	2.4	-8	14	3	-6
CCCCNC(=O)CCC(=O)NNc1nc2ccccc2c2nc(-c3ccccc3)nn12	6	4	-0.8	0	x	2	-2
Cc1ccc(-c2ccc(=O)n(CCC(=O)N3CCN(Cc4ccccc4)CC3)n2)cc1	-5	1	-2.0	9	-6	-2	-11
C[C@@H]1CN([C@H](C)CO)C(=O)Cc2cc(NS(=O)(=O)c3cccs3)ccc2O[C@H]1CN(C)Cc1ccccc1	0	0	-0.2	5	-2[16.7 µM]	0	5
CC1CC(C)CN(CCCNC(=O)c2ccc3c(SCC(=O)O)c4c(nc3c2)CCC4)C1 (configuration not stated)	5	2	-1.6	5	-2	-18	-3
COc1cc(C(c2sc3ncnn3c2O)N2CCN(c3ccccc3F)CC2)cc(OC)c1OC (configuration not stated)	-4	1	3.1	-12	-1	2	4
CCCC(=O)Nc1nn(CC(C)C)c2nc3cc(C)ccc3cc12	3	6	-0.3	2	10	-3	-4
COc1cc(C(=O)Nc2cc3c4c(c2)CC(=O)N4CCC3)cc(OC)c1OC	3	-4	1.1	14	-4	4	-2
O=C(CCc1ccccc1)NC(=S)Nc1ccc(S(=O)(=O)N2CCOCC2)cc1	3	-2	-0.5	1	x	3	4
CCC(=O)Nc1ccc2c(c1)ncn2-c1ccc(C)cc1	x	-4	-5.1	-1	-11	-4	-4

Copied from the results shown, seven compounds:
SMILES	DENV2 CPE	ERAP1 inh	CFTR F508del cor	ERp5 inh	miR-122 sensor	CASP6 VEID inh	SIRT5 inh
Cc1ccc(-c2ccc(=O)n(CCC(=O)N3CCN(Cc4ccccc4)CC3)n2)cc1	-5	1	-2.0	9	-6	-2	-11
C[C@@H]1CN([C@H](C)CO)C(=O)Cc2cc(NS(=O)(=O)c3cccs3)ccc2O[C@H]1CN(C)Cc1ccccc1	0	0	-0.2	5	-2[16.7 µM]	0	5
CC1CC(C)CN(CCCNC(=O)c2ccc3c(SCC(=O)O)c4c(nc3c2)CCC4)C1 (configuration not stated)	5	2	-1.6	5	-2	-18	-3
COc1cc(C(c2sc3ncnn3c2O)N2CCN(c3ccccc3F)CC2)cc(OC)c1OC (configuration not stated)	-4	1	3.1	-12	-1	2	4
CCCC(=O)Nc1nn(CC(C)C)c2nc3cc(C)ccc3cc12	3	6	-0.3	2	10	-3	-4
COc1cc(C(=O)Nc2cc3c4c(c2)CC(=O)N4CCC3)cc(OC)c1OC	3	-4	1.1	14	-4	4	-2
O=C(CCc1ccccc1)NC(=S)Nc1ccc(S(=O)(=O)N2CCOCC2)cc1	3	-2	-0.5	1	x	3	4

(further entries)
SMILES	DENV2 CPE	ERAP1 inh	CFTR F508del cor	ERp5 inh	miR-122 sensor	CASP6 VEID inh	SIRT5 inh
C[C@H](CO)N1C[C@H](C)[C@@H](CN(C)C(=O)Nc2ccc(F)cc2)Oc2c(NC(=O)C3CCCCC3)cccc2C1=O	u	0	-4.0	0	0[16.7 µM]	2	-4
CCCC#Cc1ccc2c(c1)[C@@H]1[C@@H](CCN1S(=O)(=O)c1ccccc1F)[C@@H](CO)N2	16	2	-0.9	3	x	1	-2
Cc1cccn2c(=O)c3cc(C(=O)N4CCOCC4)n(C)c3nc12	-2	-21	1.4	7	-3	1	-9
CN(Cc1ccc(F)cc1)C(=O)c1cc(COc2ccc(F)cc2F)on1	6	3	2.6	-3	-6	-2	-2
CCCC(=O)Nc1ccc2c(c1)OC[C@@H](C)N(C(C)=O)C[C@H](C)[C@H](OC)CN(C)C2=O	-4	-2	x	6	1[16.7 µM]	1	-1
CN(c1ccccc1)c1nc(N)c([N+](=O)[O-])c(Nc2cccc(F)c2)n1	0	-2	1.0	5	x	0	-8
CO[C@H]1CN(C)C(=O)c2cc(NS(=O)(=O)c3cn(C)cn3)ccc2OC[C@H](C)N(Cc2cccc(F)c2)C[C@H]1C	3	0	0.7	11	x	-3	x
Cc1ccc2[nH]c(C(=O)N/N=C/c3ccccc3O)c(C)c2c1	5	1	8.4*	5	x	-2	-1
CN1C(=O)c2ccc(C(=O)Nc3nccs3)cc2C1=O	5	8	x	2	-5	1	1
CCCCCC1CC(=O)NC1(C(=O)OCC)C(=O)OCC (configuration not stated)	-7	4	-1.3	2	1	0	0

The final two compounds of the section above are carried over, then new ones follow:
SMILES	DENV2 CPE	ERAP1 inh	CFTR F508del cor	ERp5 inh	miR-122 sensor	CASP6 VEID inh	SIRT5 inh
CN1C(=O)c2ccc(C(=O)Nc3nccs3)cc2C1=O	5	8	x	2	-5	1	1
CCCCCC1CC(=O)NC1(C(=O)OCC)C(=O)OCC (configuration not stated)	-7	4	-1.3	2	1	0	0
COCCNC(=S)N1CCC(C(=O)c2ccc3c(c2)OCCO3)CC1	x	-2	0.1	-1	x	-7	-1
O=C(NC1CCSc2ccccc21)c1ccc(Cl)c(S(=O)(=O)N2CCOCC2)c1 (configuration not stated)	1	1	-0.8	1	-2	2	-2
Cc1c(C(N)=O)sc2ncn(CC(=O)NCCc3ccccc3)c(=O)c12	18	1	-0.9	3	x	1	x
CC(C)NC(=O)NNC(=O)c1cc(COc2cc(Cl)cc(Cl)c2)on1	0	-3	0.0	7	x	-12	-1
CC(Oc1ccccc1)C(=O)N=C1SC2CS(=O)(=O)CC2N1c1ccc(F)cc1 (configuration not stated)	9	2	-0.3	3	8	0	-1
COc1ccc(CN(C)C(=O)COc2cccc(-n3cnnn3)c2)cc1OC	-4	3	1.6	2	-3	-1	1
O=C(Nc1ccn(C2CCC(CO)O2)c(=O)n1)c1ccccc1 (configuration not stated)	-7	-1	1.6	2	x	25	x
C[C@@H]1CN([C@@H](C)CO)C(=O)c2cccc(NC(=O)c3cnccn3)c2O[C@H]1CN(C)S(=O)(=O)c1cn(C)cn1	15	1	-0.7	-1	-2[16.7 µM]	-2	-3
Cc1ccc(NC(=O)c2cccc(NC3=NC4CS(=O)(=O)CC4S3)c2)cc1 (configuration not stated)	0	1	-2.4	-5	3	-1	0
O=C(COC(=O)c1cc(-c2cccs2)nn1-c1ccccc1)Nc1cccc([N+](=O)[O-])c1	2	1	-3.3	2	-1	0	-1
COc1ccc(OC)c2sc(NC(=O)c3ccc(Br)s3)nc12	11	-1	-2.0	-11	-4	0	-2
CCC1(c2ccccc2)NC(=O)N(CC(=O)N(C)Cc2c(F)cccc2Cl)C1=O (configuration not stated)	-6	-3	-1.1	0	1	3	0

Sorted by value in SIRT5 inh (low to high): 5 of the compounds above
SMILES | SIRT5 inh
C[C@@H]1CN([C@@H](C)CO)C(=O)c2cccc(NC(=O)c3cnccn3)c2O[C@H]1CN(C)S(=O)(=O)c1cn(C)cn1 | -3
O=C(NC1CCSc2ccccc21)c1ccc(Cl)c(S(=O)(=O)N2CCOCC2)c1 (configuration not stated) | -2
COCCNC(=S)N1CCC(C(=O)c2ccc3c(c2)OCCO3)CC1 | -1
Cc1ccc(NC(=O)c2cccc(NC3=NC4CS(=O)(=O)CC4S3)c2)cc1 (configuration not stated) | 0
COc1ccc(CN(C)C(=O)COc2cccc(-n3cnnn3)c2)cc1OC | 1
